Screening results: PubChem BioAssay, several laboratories
TNAP act hiacc = increases human TNAP activity under high phosphate acceptor concentration. P05186. purified TNAP, CDP-star luminescence, 1 M DEA, 30 min; stronger effect = higher value; 0 = EDTA background, 1 = DMSO-only activity. activation factor at 20 µM. 200,000 tested, under 10 active;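 active = activation factor at least 2 at 20 µM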
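Measured by: Luminescent substrate turnover signal | Test system: Human TNAP | Input: TNAP 1/800 final | Dosing: 20 µM single point | Schedule: 30 min, room temperature | Controls: EDTA wells as negative control, DMSO wells as positive control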
PMI act = phosphomannose isomerase (human) activation. P34949. purified human PMI, coupled resazurin fluorescence, 20 min; stronger effect = higher value; 1 = vehicle control, 0 substrate-free wells. activation factor at 20 µM. 190,000 tested, 0.005% active. AID 1214;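 active = activation factor of 2 or more at 20 µM, relative to plate controls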
Target sequence (P34949 whole entry, looked up): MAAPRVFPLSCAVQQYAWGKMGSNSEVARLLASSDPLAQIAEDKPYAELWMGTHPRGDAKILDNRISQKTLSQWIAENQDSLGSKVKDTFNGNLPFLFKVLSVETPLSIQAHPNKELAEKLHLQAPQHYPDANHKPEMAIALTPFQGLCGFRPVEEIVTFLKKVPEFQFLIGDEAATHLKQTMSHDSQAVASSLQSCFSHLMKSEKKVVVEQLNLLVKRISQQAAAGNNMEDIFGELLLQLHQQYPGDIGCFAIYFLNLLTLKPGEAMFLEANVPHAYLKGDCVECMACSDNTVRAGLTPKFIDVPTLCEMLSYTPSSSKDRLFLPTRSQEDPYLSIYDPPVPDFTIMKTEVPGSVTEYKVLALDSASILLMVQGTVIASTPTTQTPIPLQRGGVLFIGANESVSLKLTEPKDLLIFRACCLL
TNAP inh noacc = blocks human TNAP activity with no phosphate acceptor present | inhibition, % at 20 µM | purified TNAP, CDP-star luminescence, 30 min | P05186 | 200,000 tested, 0.26% active;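 active = tissue-nonspecific alkaline phosphatase inhibition above about 50% at 20 µM in the single-dose screen, limit read from the data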;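 also: 0% = DMSO negative control and 100% = EDTA positive control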
NF-kB neuron act = compounds increasing NF-kB expression in human neuronal cells; NF-kB reporter expression; stronger effect = higher value; fold change at 12.5 µM; 190,000 tested, 1.6% active; in the data active = fold change above about 3.3
APP 5'UTR act = APP 5'UTR luciferase reporter activation; SH-SY5Y APP 5'UTR luciferase reporter, luminescence; zero percent = DMSO vehicle wells; activation, % at 2 µM; 190,000 tested, 1% active; AID 1276;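 active = activation above a set limit, based on mean plus 3 SD of controls, cut at about 140% in these data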; also: values of inactives mirror those of a sister screen read the other way
FLuc act counter = affects firefly luciferase, flagging false hits in luciferase stimulation screens; P08659; ATPlite luciferase biochemical, luminescence, 10 min; 0 = ATP-free wells, 1 = DMSO control; activation factor at 10 µM; 200,000 tested, under 10 active;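 active = luciferase activation factor, scaled between plate controls, of at least 2 with compound at 10 µM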
Target sequence (P08659 whole entry, looked up): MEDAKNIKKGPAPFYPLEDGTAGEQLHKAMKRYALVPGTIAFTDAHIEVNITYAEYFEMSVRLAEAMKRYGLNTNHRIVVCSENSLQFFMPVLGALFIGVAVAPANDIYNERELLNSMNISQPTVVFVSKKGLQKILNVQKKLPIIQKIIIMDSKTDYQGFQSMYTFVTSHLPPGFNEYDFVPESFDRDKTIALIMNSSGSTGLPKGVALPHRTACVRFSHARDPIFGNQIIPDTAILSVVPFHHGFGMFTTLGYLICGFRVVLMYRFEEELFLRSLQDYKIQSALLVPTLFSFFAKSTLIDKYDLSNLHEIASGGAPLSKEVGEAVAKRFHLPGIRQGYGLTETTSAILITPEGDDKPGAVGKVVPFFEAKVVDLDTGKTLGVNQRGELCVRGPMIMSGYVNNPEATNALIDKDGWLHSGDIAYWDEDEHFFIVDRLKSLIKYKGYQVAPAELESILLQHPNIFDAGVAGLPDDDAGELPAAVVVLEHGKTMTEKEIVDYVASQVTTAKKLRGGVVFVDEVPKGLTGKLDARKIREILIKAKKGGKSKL
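assay system = Luciferase/luciferin detection reagent, cell-free biochemical luciferase assay | also added = ATP substrate | times = 10 min post-reagent at room temperature | measured by = luminescence from luciferase reaction | measure = luciferase activation, seen as luminescence increase over controls | benchmarks = low control with PBS replacing ATP, high control enzyme plus ATP without compound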
PMI act satM6P = PMI (human) activation, high substrate; P34949; coupled PMI enzyme assay, resazurin fluorescence, 20 min; stronger effect = higher value; 1 = untreated enzyme, 0 = substrate-free blank; activation factor at 20 µM; 190,000 tested, 0.34% active;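 active = activation factor of 2 or more at 20 µM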
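Test system: human phosphomannose isomerase with PGI, G6PDH, diaphorase coupling enzymes; amount: 15 ng/mL PMI; incubation: enzyme reaction with compound 20 min at room temperature; technique: resorufin fluorescence (Ex 544/Em 590 nm) from resazurin via diaphorase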
bIAP activator = increases bovine intestinal alkaline phosphatase activity. AID 1016. activation factor at 20 µM. purified bovine IAP, CDP-star luminescence, 30 min; stronger effect = higher value; fold of DMSO-control signal, blank-subtracted. 200,000 tested, 0.17% active;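 active = activation factor of 2 or more at 20 µM, a signal rise over negative controls twice the positive control's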
TNAP inh hiacc = TNAP (human) inhibition, high acceptor | inhibition, % at 20 µM | P05186 | purified TNAP, CDP-star luminescence, 1 M DEA | 200,000 tested, 0.03% active;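 active = over 50% inhibition of tissue-nonspecific alkaline phosphatase at 20 µM in the single-dose screen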;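 also: plate controls were DMSO wells for no effect and EDTA-quenched wells as full inhibition for full effect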
FLuc inh counter = Photinus pyralis luciferase inhibition counter-screen; ATPLite firefly luciferase biochemical luminescence, 10 min; 200,000 tested, 1.5% active; P08659; inhibition, % at 10 µM; AID 1006;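 active = inhibition above about 50% when tested at 10 µM, limit read from the data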
Active calls of the source: *; . = not tested or not shown.

Each structure is followed by: TNAP act hiacc	PMI act	TNAP inh noacc	NF-kB neuron act	APP 5'UTR act	FLuc act counter	PMI act satM6P	bIAP activator	TNAP inh hiacc	FLuc inh counter
- CCOC(=O)C1(C)NC(c2cc(OC)c(OC)c(OC)c2)C2C(=O)N(CC)C(=O)C21 (stereo not drawn)
  1.1	1.1	1	1.4	6	1.1	1.1	1	-8	-11
- O=C(CSc1nnc(CNC(=O)c2c(F)cccc2Cl)o1)Nc1ccccc1
  1	1	-7	1.1	11	1	1	1.2	-2	0
- CCOC(=O)c1cccc(NC(=O)/C=C/c2ccc3c(c2)OCO3)c1
  1	0.9	-8	0.94	-14	0.6	0.7	1	2	36
- Cc1ccc2c(c1)N(CC(=O)N1CCCCCC1)C(=O)CO2
  1.1	1	-24	1.2	5	1	0.9	0.9	-9	-2
- O=C(c1ccc(Cl)s1)N1CCc2ccccc21
  1	0.9	-6	3.3	121	0.6	0.9	0.9	-1	36
- CCOC(=O)C1(CC2CC2)CCN(Cc2ccc3cccc(F)c3n2)CC1
  1	1	-2	1.1	9	1.1	0.9	0.9	-5	-8
- COc1cc(/C=N/NC(=O)COc2ccc(C)cc2)ccc1OC(=O)c1cccs1
  1	0.8	-13	0.92	8	1.1	0.9	1	-4	-5
- O=C(Cn1nnc(-c2ccccc2F)n1)NCc1ccco1
  1.1	1	-83	0.86	20	1	1	1.1	-6	-5
- COc1ccc(-c2c3c(=O)n(C)c(=O)n(C)c3cn2Cc2cccnc2)cc1
  1.1	1.4	-14	1.6	36	1	1.3	1	-8	-4
- COc1ccccc1OCc1ccc(C(=O)OCC2CCCO2)o1 (stereo not drawn)
  1	1	-4	1.6	1	1	1	1.1	-3	-1
- COc1ccc(N(CC(=O)N2CCN(Cc3ccc4c(c3)OCO4)CC2)S(C)(=O)=O)cc1OC
  1	1	-6	1	-9	1.1	0.9	1	0	-6
- CCOc1ccccc1NC(=O)CN1C(=O)C(=O)N(Cc2ccco2)C1=O
  1	1.1	-16	1.1	-4	1.1	1	1.2	-4	-8
- O=C(O)C(=O)/C(=C\c1ccc(Cl)cc1)c1ccc2ccccc2n1
  1	1	-5	1.1	86	1	1	1.1	-4	-2
- COc1ccc(-c2noc(-c3ccccc3C(=O)NCc3ccco3)n2)cc1
  1	0.8	-7	0.75	13	0.7	0.8	0.9	-3	29
- COc1cc(OC)c(C(=O)CCC(=O)O)cc1OC
  1	0.9	-22	0.9	-15	1	1	1.1	-1	0
- COc1ccccc1N1CCN(C(=O)c2ccc(NC(C)=O)cc2)CC1
  1	1	-7	1.1	3	1	1	0.8	-1	-4
- CC(C)(C)C(=O)NC(=S)Nc1sc2c(c1C(N)=O)CCC2
  1	0.7	34	2.1	46	0.8	1	1	4	21
- CN(C)S(=O)(=O)c1cccc(NC(=O)COC(=O)c2cccn2C)c1
  1	1.1	-7	0.92	8	1.1	1	1.2	-4	-5
- CCCNc1nc(Cl)nc(NC(C)(C)C)n1
  1	1.2	-4	1.1	7	1	1.1	1	5	2
- Cc1nnc(SCC(=O)NCc2ccccc2)n1-c1ccccc1
  1	1.1	10	1	4	1.1	1.1	0.9	-4	-8
- CCCC(=O)Nc1ccc(C(=O)N/N=C2\CC(=O)CC(C)(C)C2)cc1
  1	1	-9	1.5	-20	1	1.1	1.1	-4	-3
- Cc1cc(C)c(NC(=O)c2cn3c4c(c(N5CCN(C)CC5)c(F)cc4c2=O)OCC3C)c(C)c1 (stereo not drawn)
  0.9	1.1	4	0.91	-19	1	1.1	0.4	6	2
- Cc1ccc(S(=O)(=O)CC(CN2CCOCC2)N2CCOCC2)cc1 (stereo not drawn)
  1.1	0.9	-6	1.1	-4	1.1	0.9	1	-6	-6
- CCc1ccc(C(=O)COC(=O)CNC(=O)COc2ccccc2)cc1
  1	1	-2	1.2	-12	0.9	1	1	5	9
- COc1cccc(C(c2nnnn2CC2CCCO2)N2CCN(C(=O)c3ccco3)CC2)c1OC (stereo not drawn)
  1.1	1.3	-8	0.93	22	1	1.3	1.2	-6	-3
- CCCCn1nc2cc(C(=O)NCc3ccco3)ccc2c1OCC
  1	1	-7	1	1	1	0.9	1	-1	-3
- CS(=O)(=O)n1nc(-c2ccccc2)nc1NCc1ccco1
  1	1.2	-2	1.6	5	1	1.2	1.1	-4	3
- Cc1cc(Nc2ccccc2Cl)n2nnnc2n1
  1	1	-13	0.95	1	1	1	0.9	-3	-4
- COc1ccc2cnn(Cc3ccccc3)c(=O)c2c1OC
  1.1	0.9	-16	1.2	-6	1	0.9	1	-5	-2
- COc1cccc(NC(=S)N(CCc2c(C)[nH]c3ccccc23)Cc2cccs2)c1
  1	1	-4	0.74	-3	1.1	1	0.8	-1	-9

Continuation:
Each structure is followed by: TNAP act hiacc	PMI act	TNAP inh noacc	NF-kB neuron act	APP 5'UTR act	FLuc act counter	PMI act satM6P	bIAP activator	TNAP inh hiacc	FLuc inh counter
- COc1ccc(C2Oc3ccccc3C3=C2C(c2cccs2)n2ncnc2N3)cc1 (stereo not drawn)
  1	0.9	5	0.37	-37	1	0.9	1	-1	1
- CCOC(=O)N1CCN(C(=O)CN(c2cccc(C(F)(F)F)c2)S(C)(=O)=O)CC1
  1.1	1.1	-6	1	7	1.1	1	1	-9	-7
- O=c1c2ccccc2[nH]c(=S)n1-c1cccc(S(=O)(=O)N2CCCC2)c1
  1	0.9	-16	1.1	11	1.1	0.8	0.7	-1	-6
- c1ccc(-c2cnnc(SCc3cn4cccnc4n3)n2)cc1
  1	0.9	1	1.3	3	1	0.9	1	0	-4
- O=C(c1cccc(Cl)c1)N1CCCC(C(=O)N2CCCCCC2)C1 (stereo not drawn)
  1	1	-5	0.96	-17	1	1	1	-2	-4
- CN(C)Cc1ccccc1Cc1ccccc1
  1	1.1	-6	1.1	-5	1.1	1.1	0.9	0	-7
- CCSC1(SCC)N=C(N)C2(C#N)C(c3ccc(OC)c(OC)c3OC)C12C#N (stereo not drawn)
  1	0.9	10	1.2	.	1	0.9	1	2	2
- Clc1ccc(CN2C3=NCCCN3c3ccccc32)cc1Cl
  1	0.9	-4	0.9	12	1	0.9	1.3	-3	-4
- CC(=O)c1c(C)nc(-c2ccccc2)nc1NC(=O)Cc1ccccc1
  1	1	-4	1.7	15	1.1	0.9	1	-5	-6
- COc1ccc(CC(=O)Nc2cc(=O)n(C)c(=O)n2C)cc1
  1.1	0.9	-18	1.1	3	1	0.9	1	-8	-4
- Cc1nc2ccccc2nc1OCC(=O)N1CCN(c2ccccc2)CC1
  1	1	-7	1.1	3	1	1.1	1	-4	1
- CCOC(=O)c1sc2nc3c(cc2c1N)COC(C)(CC)C3 (stereo not drawn)
  1.1	1	-15	7.3*	175*	0.6	1	1	-7	41
- CCN(CC)CCCN(C(=O)Cn1nnc(-c2ccc(OC)c(OC)c2)n1)C(C(=O)NC(C)(C)C)c1ccc(F)cc1 (stereo not drawn)
  1	0.9	-21	1.1	3	1	0.9	1.5	-1	-4
- CCC(=O)N(CC)c1nc(-c2cc(OC)ccc2OC)cs1
  1	0.9	-8	1.4	4	1	0.9	1	-4	-3
- Cc1ccc(S(=O)(=O)n2ccc(-c3ccc(OCc4c(F)cccc4Cl)cc3)n2)cc1
  1	1	-9	0.95	5	1	1	1	-4	-5
- CC1Cc2nc(SCC(=O)NCC3CCCO3)n(Cc3ccccc3)c(=O)c2S1 (stereo not drawn)
  1	1.1	-3	1.4	-3	1.1	1.1	1	-1	-7
- O=C(NN1CCOCC1)c1cc(-c2ccncc2)nc2ccccc12
  1	0.9	-3	1.2	-12	1	0.9	1	0	-2
- O=C(O)CC1NC(=S)N(c2ccccc2)C1=O (stereo not drawn)
  1.1	0.9	-18	0.95	10	1.1	0.9	1	-5	-6
- Cc1ccc(CCN2CC(C(=O)NCCCN3CCOCC3)CC2=O)cc1 (stereo not drawn)
  1.1	0.9	-16	1.1	-7	1.1	0.9	1	-6	-5
- O=C(CCN1CCCCCC1)c1ccccc1
  1	1.1	-13	1.2	10	1.1	1.2	0.8	-5	-8
- O=C(Cc1ccccc1)N1CCC(c2nc(-c3ccc(F)cc3)no2)CC1
  1	1	-4	0.78	-4	1	0.9	1	1	-2
- COc1ccc(N=C2S/C(=C\c3cc(C)n(C)c3C)C(=O)N2C)cc1
  1	0.8	-1	1	-20	1	0.7	1	4	-2
- O=C(Nc1ccc2c(c1)OCCO2)C1CCC1
  1.1	1	-11	1.3	16	1	1	0.9	-5	0
- COc1ccc(/C=N/Nc2nc(NCc3ccco3)nc(Nc3ccc(OC)cc3)n2)cc1
  1.1	1	-14	0.59	0	1	1	0.9	-8	3
- C=CCc1cccc(/C=N/NC(=O)C(C)Nc2cccc(C)c2)c1O (stereo not drawn)
  1	1.6	-114	1	-26	1	1.4	1.2	-2	-5
- CN(Cc1ccccc1)c1cc(Cl)nc(N)n1
  1	1	-5	0.92	-9	1	0.9	1	-3	-3
- Cc1cccn2c(=O)c(/C=C(\C#N)C(=O)NC3CCS(=O)(=O)C3)c(N3CCC(C)CC3)nc12 (stereo not drawn)
  1	0.9	-15	0.54	22	1	0.9	1	-4	-5
- CNc1nc(C)nc(-n2nc(C)cc2C)n1
  1	0.9	-8	1.1	14	1	1	1	-4	0

Random excerpt: two entries already listed, in no set order.
Each structure is followed by: TNAP act hiacc	PMI act	TNAP inh noacc	NF-kB neuron act	APP 5'UTR act	FLuc act counter	PMI act satM6P	bIAP activator	TNAP inh hiacc	FLuc inh counter
- CCSC1(SCC)N=C(N)C2(C#N)C(c3ccc(OC)c(OC)c3OC)C12C#N (stereo not drawn)
  1	0.9	10	1.2	.	1	0.9	1	2	2
- Cc1ccc(S(=O)(=O)n2ccc(-c3ccc(OCc4c(F)cccc4Cl)cc3)n2)cc1
  1	1	-9	0.95	5	1	1	1	-4	-5

Compound profiles (already shown). Screens in order: TNAP act hiacc	PMI act	TNAP inh noacc	NF-kB neuron act	APP 5'UTR act	FLuc act counter	PMI act satM6P	bIAP activator	TNAP inh hiacc	FLuc inh counter
CCCCn1nc2cc(C(=O)NCc3ccco3)ccc2c1OCC is entered as 1	1	-7	1	1	1	0.9	1	-1	-3
O=C(Cn1nnc(-c2ccccc2F)n1)NCc1ccco1 is entered as 1.1	1	-83	0.86	20	1	1	1.1	-6	-5
Cc1nc2ccccc2nc1OCC(=O)N1CCN(c2ccccc2)CC1 is entered as 1	1	-7	1.1	3	1	1.1	1	-4	1
CN(C)S(=O)(=O)c1cccc(NC(=O)COC(=O)c2cccn2C)c1 is entered as 1	1.1	-7	0.92	8	1.1	1	1.2	-4	-5
COc1ccc(C2Oc3ccccc3C3=C2C(c2cccs2)n2ncnc2N3)cc1 (stereo not drawn) is entered as 1	0.9	5	0.37	-37	1	0.9	1	-1	1
